TDP1 cell noCPT = qHTS for Inhibitors of human tyrosyl-DNA phosphodiesterase 1 (TDP1): qHTS in cells in absence of CPT | DT40 Tdp1-/- hTDP1 cells, no CPT, ATP luminescence, 48 h | Potency, µM (top dose mostly 46.2 µM), inactives show at the highest dose activity change, negative = growth inhibition, most hits filed as inhibitors | hit rate 15% among 420,000; also: nearly all actives have a fitted effect of over 55% in size
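No-CPT arm: Tdp1-/-;hTDP1 DT40 cells (400/well) plus compounds, incubated ≥48 hr at 37 °C. Readout CellTiter-Glo luminescence.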
TDP1 inh = qHTS Assay for Inhibitors of Tyrosyl-DNA Phosphodiesterase (TDP1); Potency, µM (titrated, usually from 130 µM), inactives show top-dose activity change, negative = inhibition, actives largely listed as inhibitors; recombinant TDP1, AlphaScreen DNA substrate cleavage; AID 485290, 2010; Tyrosyl-DNA phosphodiesterase 1 (Homo sapiens), Q9NUW8; hit rate 0.28% among 350,000; also: nearly all actives have a fitted effect of over 40% in size
Target sequence (Q9NUW8 whole entry, looked up): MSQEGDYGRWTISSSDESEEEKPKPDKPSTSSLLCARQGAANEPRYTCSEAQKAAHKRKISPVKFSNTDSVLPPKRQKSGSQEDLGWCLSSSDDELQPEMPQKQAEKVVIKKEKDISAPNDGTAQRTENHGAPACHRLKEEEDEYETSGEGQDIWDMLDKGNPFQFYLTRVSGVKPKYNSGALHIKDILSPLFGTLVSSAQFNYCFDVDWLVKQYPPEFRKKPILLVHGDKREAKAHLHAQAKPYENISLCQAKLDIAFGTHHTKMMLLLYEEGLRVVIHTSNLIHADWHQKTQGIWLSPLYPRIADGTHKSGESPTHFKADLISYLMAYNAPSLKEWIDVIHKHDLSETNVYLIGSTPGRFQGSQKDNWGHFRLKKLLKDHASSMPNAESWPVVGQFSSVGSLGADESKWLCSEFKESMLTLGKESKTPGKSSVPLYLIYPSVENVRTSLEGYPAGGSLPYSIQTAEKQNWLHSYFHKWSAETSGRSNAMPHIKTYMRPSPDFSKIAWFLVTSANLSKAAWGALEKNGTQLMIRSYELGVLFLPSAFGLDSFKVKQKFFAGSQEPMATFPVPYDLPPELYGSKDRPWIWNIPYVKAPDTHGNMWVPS
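Recombinant human Tdp1 (E. coli-expressed, 1 nM final) preincubated with compounds 15 min at room temperature, then 5'-biotin/3'-phosphotyrosine-FITC DNA substrate (15 nM final) added for 5 min. AlphaScreen beads (10 ug/ml final) added 10 min; cleavage lowers signal.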
TDP1 cell CPT = qHTS for Inhibitors of human tyrosyl-DNA phosphodiesterase 1 (TDP1): qHTS in cells in presence of CPT; Potency, µM (doses to about 46.2 µM), inactives show top-dose activity change, negative = growth inhibition, hits mostly inhibitors; chicken DT40 Tdp1-/-;hTDP1 cells + 20 nM CPT, ATP luminescence, 48 h; hit rate 12% among 420,000; also: nearly all actives have a fitted effect of over 55% in size
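Chicken DT40 Tdp1-/- cells complemented with human TDP1, 400 cells/well, exposed to compounds plus 20 nM camptothecin for at least 48 h at 37 C; viability read as ATP content by CellTiter-Glo luminescence.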
Starred values were filed as active, the others as inactive; ? = inconclusive; . = not tested or not shown; [ ] = remark or other dose. Calls follow the shape of the dose curve; as a rule, active = well fitted curve in the direction sought with a large enough effect; inconclusive = small, poorly fitted or top-dose-only effect, or another doubt; inactive = no such curve, though single readings can be large; an effect the other way counts as inactive or inconclusive. % is scaled to controls: 0 for no effect and ±100 for the full control effect; potency is read from the fitted curve at half-maximal effect. Hits appear at their usual frequency (roughly 18% active in at least one column).

SMILES | TDP1 cell noCPT | TDP1 inh | TDP1 cell CPT
CCc1ccc(OCc2ccccc2C(=O)Nc2ccc3nc(C)cc(N)c3c2)cc1 | 3.2µM* | 9% | 5µM*
CCCCN(CC)S(=O)(=O)c1ccccc1 | ? | 8% | ?
CCn1nc(C(=O)Nc2cccc3ccccc23)c(Cl)c1Cl | ? | -4% | ?
CCOc1ccccc1NC(=O)c1ccoc1C | -14% | 0% | -17%
O=C(CN1CCCCCC1)Nc1ccc(Br)cc1[N+](=O)[O-] | ? | . | -3%
CC(C)c1ccc(NC(=O)/C(C#N)=C/c2ccncc2)cc1 | ? | 4% | ?
Cc1ccc(Nc2nc(-c3c(C)nc4ncccn34)cs2)cc1 | 0.0065µM* | 2% | 0.018µM*
CC(C)(C)OC(=O)N1CCN(C(=O)c2[nH]cnc2C(=O)Nc2cccc(Cl)c2)CC1 | -22% | 0% | ?
CSc1ccccc1NC(=O)COC(=O)CCC(=O)c1ccc(F)cc1 | -109% | 1% | -95%
OCCO[C@@H]1[C@@H](O)[C@H](O)[C@@H](CO)O[C@@H]1O | -16% | . | 7%
O=C(O)/C=C/c1ccc(S(=O)(=O)N(CCO)CCO)cc1 | 5% | 3% | 3%
COc1ccc(N(C(C)C(=O)Nc2ccc(S(=O)(=O)N3CCCCC3)cc2)S(C)(=O)=O)cc1 (stereo not given) | 29µM* | . | ?

Arranged by molar mass (low to high): part of the list above.
SMILES | TDP1 cell noCPT | TDP1 inh | TDP1 cell CPT
OCCO[C@@H]1[C@@H](O)[C@H](O)[C@@H](CO)O[C@@H]1O | -16% | . | 7%
CC(C)c1ccc(NC(=O)/C(C#N)=C/c2ccncc2)cc1 | ? | 4% | ?
CSc1ccccc1NC(=O)COC(=O)CCC(=O)c1ccc(F)cc1 | -109% | 1% | -95%

(further entries)
SMILES | TDP1 cell noCPT | TDP1 inh | TDP1 cell CPT
CCOC(=O)C1=C(C)N=C2SC(C(=O)OC)=CC(=O)N2C1c1ccc(F)cc1 (stereo not given) | ? | 9% | ?
Cc1cccc2[nH]c3c(N4CC=C(c5ccc(F)cc5)CC4)ncnc3c12 | 15µM* | 2% | 13µM*
O=C(c1ccc(Br)cc1)c1cn[nH]c1-c1ccccc1O | -26% | . | -16%
CC(C)(/C=N/O)/[N+]([O-])=C/c1ccco1 | 11% | 0% | 12%
COc1ccccc1CNS(=O)(=O)c1ccc(Br)s1 | 0% | . | 4%
Cc1ccc(C(O)CCc2ccc(N)cc2)cc1 (stereo not given) | -10% | . | 4%
CCCCN(C)CCNC(=O)CN1C(=O)CSc2ccc(S(=O)(=O)N3CCCC3)cc21 | 3% | 0% | 0%
N/C(=N/O)c1nc(N2CCCC2)nc(N(c2ccccc2)c2ccccc2)n1 | ? | 5% | ?
CCC1CCCCN1C(=O)c1ccc(OC2CCN(Cc3ccccn3)CC2)cc1 (stereo not given) | -2% | 2% | -2%
COc1ccc(CNC(=O)C2CCN(c3nn4c(=O)cc(C)nc4s3)CC2)cc1 | -4% | 6% | -10%
O=C(Cn1ncn2c(cc3sccc32)c1=O)NC1CCCC1 | -12% | 2% | -5%
CC(=O)c1ccc(NC2CC(O)C(O)CO2)cc1 (stereo not given) | -7% | -4% | -23%

Some of the entries above in another layout.
SMILES: CCn1nc(C(=O)Nc2cccc3ccccc23)c(Cl)c1Cl
  TDP1 cell noCPT: ?
  TDP1 inh: -4%
  TDP1 cell CPT: ?
SMILES: CC(C)(C)OC(=O)N1CCN(C(=O)c2[nH]cnc2C(=O)Nc2cccc(Cl)c2)CC1
  TDP1 cell noCPT: -22%
  TDP1 inh: 0%
  TDP1 cell CPT: ?

Copied from the list.
COc1ccccc1CNS(=O)(=O)c1ccc(Br)s1 in TDP1 cell noCPT has 0%
CCC1CCCCN1C(=O)c1ccc(OC2CCN(Cc3ccccn3)CC2)cc1 (stereo not given) in TDP1 inh has 2%
Cc1cccc2[nH]c3c(N4CC=C(c5ccc(F)cc5)CC4)ncnc3c12 in TDP1 cell CPT has 13µM*
CC(=O)c1ccc(NC2CC(O)C(O)CO2)cc1 (stereo not given) in TDP1 cell noCPT has -7%

Carrying on:
SMILES | TDP1 cell noCPT | TDP1 inh | TDP1 cell CPT
O=C(COC(=O)Cc1c[nH]c2ccccc12)Nc1cc(S(=O)(=O)N2CCOCC2)ccc1Cl | ? | 0% | -7%
COC(=O)c1sc(NC(=O)COc2ccccc2OC)nc1C | -13% | 7% | -7%
CN(Cc1cnccn1)C(=O)C1CCC(=O)N(CCc2ccccc2)C1 (stereo not given) | 13% | 5% | 20%
COC(=O)c1ccccc1NC(=O)c1cc2n(n1)C(C(F)F)CC(C(F)F)N2 (stereo not given) | -12% | 4% | -22%
CN(C)c1ccc(CNC(=O)CCC(=O)N2Cc3ccccc3Oc3ncccc32)cc1 | ? | -2% | ?
CC(=O)N1C(=O)C(=C2C=C(C)OC(C)=C2)c2ccccc21 | ? | 8% | ?
CC1(C)Cc2c(c(N3CCOCC3)nc3sc(C(=O)N4CCCCC4)c(N)c23)CO1 | -26% | 0% | ?
Cc1ccc(Cn2ccc(NC(=O)c3cc(-c4cccs4)on3)n2)cc1 | ? | 2% | -28%
O=C(N/N=C/c1ccc(Br)s1)c1ccncc1 | ? | -1% | ?
COc1cc(C(=O)NCC2CCCO2)ccc1OCc1ccc(Cl)cc1Cl (stereo not given) | ? | . | ?
CCN1CN(Cc2ccccc2)CNC1=S | -2% | 3% | -9%
COc1ccc2[nH]c(C(=O)NCCN3CCCCC3)cc2c1 | 3% | . | 19%
CCOC(=O)Cn1c(=NC(=O)C(C)(C)C)sc2cc([N+](=O)[O-])ccc21 | ? | 4% | -24%
CC(=O)N1CCc2cc(S(=O)(=O)CCC(=O)N3CCN(c4cc(C)ccc4C)CC3)ccc21 | 21µM* | 2% | ?
COc1ccccc1CC(=O)NC1CCC(C)CC1 (stereo not given) | -16% | 8% | -2%
CCN(CC)C(=O)Cn1cc(C(=O)C(=O)NCCCN2CCCCC2)c2ccccc21 | 3% | 3% | -2%
Cc1ccc(-c2nc3ccccc3n3c(-c4ccccc4)c4c(=O)n(C)c(=O)n(C)c4c23)cc1 | -19% | 1% | -3%
CC(=O)[C@H]1CC[C@@H](c2ccccc2)N(S(=O)(=O)c2ccc(C)cc2)C1 | ? | . | ?
O=C(CSC1=Nc2ccccc2C2=NC(Cc3ccccc3)C(=O)N12)Nc1ccccc1 (stereo not given) | ? | -1% | ?
COc1ccc(C(=O)NCc2ccccc2OC)cc1 | -12% | 2% | -1%
CCN(CC)c1ccc2cc(C(N)=O)c(=O)oc2c1 | -29% | -8%[56.1 µM] | -16%
CN(C)c1cc(C(=O)N(C)c2ccccc2)ncn1 | 7% | . | 0%
COc1ccc(C(=O)NNC(=O)C2=NN(c3ccccc3)C(=O)CC2)cc1 | 16% | 3% | 5%
O=c1c(-c2cc(F)cc(F)c2)nc2cncnc2n1C1CC1 | 1% | . | 1%

One compound at a time, from the list above. Screens in order: TDP1 cell noCPT	TDP1 inh	TDP1 cell CPT
CC(=O)[C@H]1CC[C@@H](c2ccccc2)N(S(=O)(=O)c2ccc(C)cc2)C1 is listed with ?	.	?
Cc1ccc(Cn2ccc(NC(=O)c3cc(-c4cccs4)on3)n2)cc1 is listed with ?	2%	-28%
CCn1nc(C(=O)Nc2cccc3ccccc23)c(Cl)c1Cl is listed with ?	-4%	?
COc1ccccc1CC(=O)NC1CCC(C)CC1 (stereo not given) is listed with -16%	8%	-2%

Next entries.
SMILES | TDP1 cell noCPT | TDP1 inh | TDP1 cell CPT
COC1OC2COC(c3ccccc3)OC2C2OC12 (stereo not given) | 15% | . | 13%
CC1CC(=O)N(CC(=O)NC2CCCCC2)c2ccccc2S1 (stereo not given) | 4% | 2% | -29%
N#C/C(=C\c1ccc(Br)s1)C(=O)N1CCN(c2ccccc2)CC1 | -9% | 8% | -1%
Cc1ccc(C)c(-n2c(SCC(=O)Nc3nonc3C)nnc2-c2ccoc2C)c1 | -25% | 0% | ?
O=C(CN1C(=O)C2CCCCN2c2ccc(C(=O)N3CCCC3)cc21)NCc1cccc(F)c1 (stereo not given) | -16% | 2% | -22%
CC(C)n1c(O)c(/C=C2\C=Nc3ccccc32)sc1=Nc1ccccc1 | -17% | 6% | -20%
Cc1c(C(=O)NC(C)c2ccccc2)sc2nc3n(c(=O)c12)CCCC3 (stereo not given) | -5% | 0% | -18%
CN(C)c1ccc(NC(=O)CSc2nc(N)c(C(=O)Nc3ccc(N(C)C)cc3)s2)cc1 | 13µM* | 10% | 10µM*
COC(=O)C1=C(C)C(c2ccc(OC)cc2)NC(=S)N1 (stereo not given) | -1% | 0% | -2%
C=CCn1c(SC(C)C(=O)NC2(C#N)CCCCC2)nnc1-c1ccc(OC)cc1 (stereo not given) | -30% | 5% | -22%
Cc1ccc2nc(SCc3nc4ccccc4c(=O)[nH]3)[nH]c2c1 | 21µM* | 5% | ?
COCCCNC(=O)c1ccccc1N(Cc1ccccc1)S(=O)(=O)c1ccccc1 | ? | 1% | -15%
CCN(c1cccc(C)c1)S(=O)(=O)c1nnc(NC(=O)c2cccs2)s1 | ? | 4% | ?
O=C(NCCCN1CCCCC1)c1ccc2c(c1)NC(=O)c1ccccc1S2 | ? | 7% | -25%
Cc1cc(Cl)ccc1OCc1nc(-c2ccc(O)cc2)n[nH]1 | -19% | 3% | ?
COc1cccc(C(O)c2nc(-c3cc4ccccc4o3)cs2)c1 (stereo not given) | ? | . | ?
CCOC(=O)[C@]12CCC=C1N(Cc1ccc3c(c1)OCO3)C(=O)[C@H](CC(=O)NCCc1ccccc1OC)C2 | ? | . | ?
COc1ccc(NC(=O)Cn2c(=O)n(CC3CCCO3)c(=O)c3cc(OC)c(OC)cc32)cc1OC (stereo not given) | 2% | . | 5%
Cc1nn(-c2ccc(F)cc2)c(C)c1NS(=O)(=O)c1ccc(Cl)cc1 | -24% | 4% | -22%
O=C1CCC([N+](=O)[O-])C(c2ccccc2F)N1 (stereo not given) | -1% | . | -9%
COc1ccc(/C=C(/NC(=O)c2ccccc2)C(=O)NCC2CCCO2)cc1 (stereo not given) | -2% | . | -9%
COCCCN(C(=O)CC1OC(=O)c2ccccc21)c1c(N)n(Cc2ccccc2)c(=O)[nH]c1=O (stereo not given) | 4% | 2%[56.1 µM] | 5%
O=C1C=C(c2ccc(Oc3ccccc3)cc2)C[C@@H](c2ccc(F)cc2)C1 | ? | -4% | 18µM*
CCOC(=O)[C@]12CCCC=C1N(Cc1ccco1)C(=O)[C@H](CC(=O)NCc1cccc3ccccc13)C2 | ? | . | ?
Cc1cccc(CS(=O)(=O)Cc2ccc(C(=O)NCC3CCCO3)o2)c1 (stereo not given) | ? | 7% | -1%
CCSc1ncc(/C=N/Nc2ccc([N+](=O)[O-])cc2)n1C | -28% | 3% | ?
Cc1ccsc1C1C(C#N)=C(N)OC2=C1C(=O)CCC2 (stereo not given) | -10% | -4% | -19%
